Lipid storage S3 – qHTS Assay for Lipid Storage Modulators in Drosophila S3 Cells | Drosophila S3 cells, BODIPY lipid droplet fluorescence, 18-24 h; cells fed with added oleic acid | Potency in µM for hits, for the others lipid storage change, negative = inhibition, % at the top dose, mostly 46.1 µM | 320,000 tested, 0.64% active | AID 2685, 2010; active = well fitted inhibition curve with a large enough effect in the signal ratio, with a control signal flat, not every such curve was filed as active; inconclusive = small, poorly fitted or top-dose-only effect, or effect the other way, or a change in a side signal; the % refers to the signal ratio
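Drosophila S3 cells got compounds at several concentrations plus oleic acid (400 uM solution). Laser-scanning cytometry with 488 nm excitation read lipid droplets at 500-530 nm and cells at 575-640 nm. Percent activity was relative to 20 uM Triacsin C.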
Lipid storage S3 cell count max – recorded beside Lipid storage S3, whose call it bears; cell number change, %; measured here: cell count max response;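 cells counted by Cell Tracker Red CMTPX staining in the red channel; peak over a dose series mostly up to 46.1 µM; percent activity relative to internal control wells on each plate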
* hit, by the source's call; i = inactive; ? = inconclusive; · = no result given; [ ] = another dose, or the depositor's remark. % is scaled to controls: 0 for no effect and ±100 for the full control effect; potency is read from the fitted curve at half-maximal effect.

SMILES	Lipid storage S3	Lipid storage S3 cell count max
Cc1cc(C)c(NC(=O)c2ccccc2CCc2ccccc2)c(C)c1	i	3
Cc1ccc(S(=O)(=O)N(C)c2c(C)ccc(S(=O)(=O)N3CCN(C=O)CC3)c2C)cc1	?	·
CCc1ccc(NC(=O)Cc2ccc(-n3cccc3)cc2)cc1	9%	9
Cc1n[nH]c(C)c1S(=O)(=O)NCCc1ccc(Cl)cc1	i	-9
O=C(c1cc2ccccc2oc1=O)N(c1ccc(Cl)cc1)C1C=CS(=O)(=O)C1 (stereo unspecified)	?	·
Cn1c(CCNS(=O)(=O)c2ccccc2)nnc1SCc1cccnc1	-22%	·
Cc1oc(-c2ccccc2)cc1C(N)=O	13%	9
N/C(=N\OC(=O)CCC1CCCC1)c1ccccn1	?	·
Cc1noc(C)c1C(=O)NNc1ccc(C(C)C)cc1	2%	22
COC(=O)c1cnc(Nc2cc(C)ccc2OC)c2ccccc12	20%	1
O=C(Nc1nccs1)c1cccc(N2C(=O)C3C4C=CC(C4)C3C2=O)c1 (stereo unspecified)	?	·
O=C1CCCc2cc(S(=O)(=O)N3CCC(C(=O)NCc4ccccc4)CC3)ccc2N1	i	15
COc1cccc(/C=N/NC(=O)CNC(=O)c2cccs2)c1O	-4%	·
NNC(=O)c1cc(C23CC4CC(CC(C4)C2)C3)[nH]n1	?	·
COc1ccc(-c2nn(-c3ccccc3)cc2C(=O)Nc2nc(CC(C)=O)ns2)cc1	?	·
COc1cccc(CN(C)CC(=O)Nc2c(C)cccc2C(C)C)c1	13%	7
CCOc1ccc(NC(=O)CN(C)C(=O)CSC(C)C(=O)Nc2cc(C)on2)cc1OCC (stereo unspecified)	?	·
O=C(N/N=C/c1ccc([N+](=O)[O-])o1)c1cn(-c2ccccc2)nc1-c1ccc(F)cc1	?	·
O=C(Nc1ccc2nc(-c3cccs3)c(-c3cccs3)nc2c1)N1CCOCC1	?	·
CCC(C)N1CCN(S(=O)(=O)c2ccc(NC(C)=O)cc2)CC1 (stereo unspecified)	?	·
Cc1c(C(=O)O)sc(S(=O)(=O)N2CCN(C(=O)Cc3ccc(F)cc3)CC2)c1C(=O)O	?	·
CN1CCN(C(=O)CCC(=O)O)CC1	i	0
Cc1cc(=O)n2[nH]c(N)c(N=Nc3ccccc3)c2n1	?	·
CC(C)C(c1nnnn1C(C)(C)C)N1CCC(Cc2ccccc2)CC1 (stereo unspecified)	-6%	0
CN(C(=O)c1ccco1)c1ccccc1C(=O)O	7%	16
O=C(NCC(c1ccc(F)cc1)N1CCOCC1)c1cccnc1Sc1ccccc1Cl (stereo unspecified)	i	·
Cc1ccc(CN2CC(C(=O)Nc3cccc(S(=O)(=O)N4CCCCC4)c3)CC2=O)cc1 (stereo unspecified)	12%	1
Cc1ccc(S(=O)(=O)CC(=O)Nc2cccc(C)n2)cc1	?	·
COc1ccccc1OCCNC(=O)/C=C/c1ccc([N+](=O)[O-])cc1	24%	-13
CN(C)S(=O)(=O)n1cc(/C=C(\NC(=O)c2ccccc2Cl)C(=O)N2CCCC2)c2ccccc21	-8%	·
COc1ccc(C(c2nnnn2C2CCCC2)N2CCN(C3CCCC3)CC2)cc1OC (stereo unspecified)	?	·
CC12CN3CC(C)(CN(C1)C3c1ccc3c(c1)OCO3)C2O (stereo unspecified)	16%	·
Cc1c(C(=O)Nc2ccc(S(=O)(=O)Nc3ncccn3)cc2)oc2ccc(F)cc12	?	·
CC(C)(C)NC(=O)COC(=O)c1c2c(nc3ccccc13)CCC2	?	·
COc1ccc2nc(NC3=NCCC3)sc2c1	7%	·
CCCn1c(SCC(=O)Nc2cccc(C)n2)nnc1-c1ccco1	?	·

Some of these compounds in order of length of the SMILES, low to high:
SMILES	Lipid storage S3	Lipid storage S3 cell count max
CN1CCN(C(=O)CCC(=O)O)CC1	i	0
COC(=O)c1cnc(Nc2cc(C)ccc2OC)c2ccccc12	20%	1
Cc1ccc(S(=O)(=O)CC(=O)Nc2cccc(C)n2)cc1	?	·
COc1ccccc1OCCNC(=O)/C=C/c1ccc([N+](=O)[O-])cc1	24%	-13
O=C(NCC(c1ccc(F)cc1)N1CCOCC1)c1cccnc1Sc1ccccc1Cl (stereo unspecified)	i	·

(cont.)
SMILES	Lipid storage S3	Lipid storage S3 cell count max
Cc1ccc(NC(=O)CSc2nc3c(c(=O)[nH]2)CCC3)cc1C	-2%	-14
Cc1ccc(C(=O)NCc2ccncc2)cc1S(=O)(=O)N1CCOCC1	?	·
CCCN(Cc1cc2ccc(C)cc2[nH]c1=O)C(=O)c1ccccn1	13%	3
N/C(Cc1ccc(Cl)cc1)=N\OC(=O)c1ccccc1	0%	-11
O=C(COc1ccc(/C=N/NC(=O)c2ccccc2Br)cc1)Nc1ccccc1	18µM*	-20*
Cc1cc(C)cc(C(=O)NCCCc2ccccc2)c1	2%	1
COc1ccc2c(c1)O/C(=C\c1ccco1)C2=O	i	·
Cc1ccc(NC(=O)NCc2ccccn2)c(C)c1	12%	-11
CCC(C(=O)OCC(=O)c1c(N)n(CC(C)C)c(=O)n(C)c1=O)c1ccccc1 (stereo unspecified)	?	·
COc1ccc(Cl)cc1S(=O)(=O)N1CCC(C(=O)NCc2ccco2)CC1	?	·
CCOc1ccc(NC(=O)CN(C)C(=O)C2CC(=O)N(Cc3ccco3)C2)cc1OCC (stereo unspecified)	i	23
CC(=O)Oc1ccc2oc(C)c(C(=O)N3CCOCC3)c2c1	?	·

Given with two lines to a compound: entries from further up.
Results follow in this order: Lipid storage S3, Lipid storage S3 cell count max
> CCC(C)N1CCN(S(=O)(=O)c2ccc(NC(C)=O)cc2)CC1 (stereo unspecified)
→ ?, ·
> Cc1c(C(=O)O)sc(S(=O)(=O)N2CCN(C(=O)Cc3ccc(F)cc3)CC2)c1C(=O)O
→ ?, ·
> CN1CCN(C(=O)CCC(=O)O)CC1
→ i, 0
> Cc1cc(=O)n2[nH]c(N)c(N=Nc3ccccc3)c2n1
→ ?, ·
> CC(C)C(c1nnnn1C(C)(C)C)N1CCC(Cc2ccccc2)CC1 (stereo unspecified)
→ -6%, 0
> CN(C(=O)c1ccco1)c1ccccc1C(=O)O
→ 7%, 16

The list goes on:
SMILES	Lipid storage S3	Lipid storage S3 cell count max
O=C(CN1CCN(c2ccccc2F)CC1)Nc1ccccc1F	?	·
Cc1ccc(NC(=S)N2CCCN(Cc3ccc(F)cc3)C2)c(C)c1	1%	-5
Cc1ccc(Cn2c(CCC(=O)O)nc3ncccc3c2=O)cc1	-23%	-6
CCCCN(C)CCC(=O)Nc1ccc(OC)cc1OC	4%	2
N[C@@H](Cc1ccc(O)cc1)c1nnc([C@H](CCC(=O)O)NC(=O)C2CCNCC2)o1	?	·
COc1ccc(NC(=O)CSc2nnc(Cc3cccs3)n2-c2ccc(C)cc2)cc1	?	·
O=C(c1ccccc1)c1nc[nH]c1C(=O)Nc1ccccn1	i	-7
[N-]=[N+]=CC(=O)CCCN1C(=O)c2ccccc2C1=O	?	·
CCc1c(C(=O)NNC(=O)Nc2ccc3c(c2)OCO3)csc1C	?	·
O=C1C(=O)N(CCCN2CCOCC2)C(c2ccc([N+](=O)[O-])cc2)/C1=C(\O)c1ccc2c(c1)OCCO2 (stereo unspecified)	i	27
COc1cccc(C(=O)NCc2ccc(-c3nc4ccccc4s3)cc2)c1	?	·
Cc1cc(C(=O)CN2C(=O)C(=O)N(Cc3ccccc3)C2=O)c(C)n1-c1ccccc1F	?	·
CCc1c(C)sc(NC(=O)Cc2ccccc2OC)c1C(=O)N1CCOCC1	i	-8
Cc1nc2ccccc2n1CC(=O)N/N=C\c1ccccn1	?	·
CCOC(=O)C(NC(=O)c1ccccc1)(Nc1nnc(C)s1)C(F)(F)F (stereo unspecified)	5%	-1
OCCCNCc1ccc(-c2ccccc2)cc1	?	·
Cc1cccc(NC(=S)N(CCN(C)C)C(C)c2cccnc2)c1 (stereo unspecified)	1%	9
COC(=O)c1ccc(NC(=O)CSc2nc(C)cc(=O)[nH]2)cc1	?	·
CN(c1nc2nonc2nc1NC1CC1)C1CCOC1 (stereo unspecified)	-16%	6
O=C(CSc1n[nH]c(-c2cccs2)n1)NCc1ccc2c(c1)OCO2	?	·
O=C(c1ccccc1Cl)N(Cc1ccc(Br)cc1)N1C(=O)CCCC1=O	12%	9
O=C(CSc1nnc(-c2ccccc2F)o1)OCc1ccccc1	?	·
O=S(=O)(Nc1nc2ccccc2s1)c1cc(F)ccc1F	-10%	7
Cc1ccc(Nc2cccccc2=O)cc1	9%	-17

A few values from the results shown:
Lipid storage S3 cell count max with `CCc1c(C)sc(NC(=O)Cc2ccccc2OC)c1C(=O)N1CCOCC1` is entered as -8
Lipid storage S3 cell count max with `O=C(c1ccccc1Cl)N(Cc1ccc(Br)cc1)N1C(=O)CCCC1=O` is entered as 9
Lipid storage S3 cell count max with `CN(c1nc2nonc2nc1NC1CC1)C1CCOC1` (stereo unspecified) is entered as 6

Further records follow:
SMILES	Lipid storage S3	Lipid storage S3 cell count max
COCC(C)NCc1cccc(C)c1 (stereo unspecified)	20%	-8
O=C(CN1CCSCC1)N/N=C/c1ccccc1F	?	·
O=C(Nc1cccc2cccc(NC(=O)c3ccco3)c12)c1ccco1	?	·
CS(=O)(=O)c1ccc(C(=O)Nc2ccc(N3CCOCC3)cc2)c(Cl)c1	-25%	·
CCc1ccc(CN(C)C(=O)c2cc(COc3cccc(C(F)(F)F)c3)on2)nc1	?	·
CCOc1cc(/C=N/NC(=O)c2ccc(NC(=O)C3CC3)cc2)ccc1O	?	·
O=C(NCc1ccc2c(c1)OCO2)C1COc2ccccc2O1 (stereo unspecified)	8%	3
CS(=O)Cc1cc(Sc2ccccc2)nc(-c2cccnc2)n1 (stereo unspecified)	?	·
CCn1cc(/C=C(\NC(=O)c2cc(OC)c(OC)c(OC)c2)C(=O)NCCN2CCOCC2)c2ccccc21	i	·
C=CCOC(=O)C1=C(C)NC(SCC(=O)Nc2ccc(C)c(Cl)c2)=C(C#N)C1c1ccco1 (stereo unspecified)	?	·
COc1ccc2[nH]cc(CCNC(=O)Cc3c(F)cccc3Cl)c2c1	?	·
O=C(O)c1ccc(C2(c3ccc(C(=O)O)cc3)OC(=O)c3ccccc32)cc1	?	·
O=C(COc1cccc(-n2cnnn2)c1)N1CCOCC1	-2%	10
CCOc1ccc(/C=C/C(=O)Nc2ccc(OC)cc2[N+](=O)[O-])cc1	-12%	-14
O=C(Cn1c(=O)oc2ccccc21)NCc1ccco1	1%	1
Cc1c(C(=O)OCC(=O)N2CCC(C)CC2)oc2ccccc12	11%	-5
Nc1nonc1-n1nnc(C(=O)N/N=C/c2cccnc2)c1-c1cccs1	i	2
CCOC(=O)C1CCN(S(=O)(=O)c2ccc3c(c2)NC(=O)C(C)S3)CC1 (stereo unspecified)	-26%	·
COc1cccc(C(=O)N2CCN(Cc3ccc(OC)cc3OC)CC2)c1	?	·
O=C(NCc1csc(-c2cccs2)n1)c1ccccc1	0%	2
COCCNC(=O)C(c1ccc(F)cc1)N(Cc1ccco1)C(=O)CCC(=O)Nc1nccs1 (stereo unspecified)	?	·
COC(=O)CC1COc2ccccc2N1C(=O)c1cccc(Cl)c1 (stereo unspecified)	?	·
O=C(COC(=O)c1cc[n+]([O-])cc1)Nc1c(Cl)cccc1C(F)(F)F	-7%	-21
O=C(O)CN1C(=O)Nc2ccc(Br)cc2C1c1ccccc1 (stereo unspecified)	?	·
CSC1=N/C(=C\C=C\c2cccs2)C(=O)S1	?	·
COc1cccc(NC(=O)COC(=O)c2c(-c3ccccc3)noc2C)c1	?	·
Cc1ccc(C(=O)CCC(=O)Nc2ncccc2C)cc1	?	·
Cc1ccc(-n2ncc(C#N)c2/N=C/N2CCOCC2)cc1	?	·
COc1cc(C)c(NC(=O)C2CCN(S(=O)(=O)c3cccs3)CC2)cc1OC	?	·
O=c1c2cc(Br)ccc2nc(-c2ccccc2)n1O	7%	-8
CCNC(=S)N1CCN(S(=O)(=O)c2ccc(C)c(C)c2)CC1	-18%	18
CC(/C=N/NC(=O)CSc1ccccn1)=C\c1ccc(C(C)C)cc1	?	·
Cc1ccc(OCC(=O)NNC(=O)C2CSC3(C)CCC(=O)N23)cc1C (stereo unspecified)	12%[0.0737 µM]	-7
COc1c(C)cc(C(=O)C2CCCN(C(=O)c3ccc4cc[nH]c4c3)C2)cc1C (stereo unspecified)	?	·
CN(C(=S)Nc1ccccc1)c1ccccc1	0%	·
Cc1cccc(C)c1NC(=O)CS(=O)CC(=O)N1CCN(c2ccccc2)CC1 (stereo unspecified)	i	13
COc1ccccc1CCc1nnc(CCC(=O)NC(C)Cc2cccc(C)n2)o1 (stereo unspecified)	?	·
CC1(c2ccc(NC(=O)c3ccccc3F)cc2)CC1(Cl)Cl (stereo unspecified)	23%	-16
COc1cc(/C=N/NC(=S)Nc2cccc(C(=O)O)c2)ccc1O	-1%	2
O=C(OCC#CCSc1nc2ccccc2o1)c1ccco1	?	·
NC(=O)CC(NC(=O)OCc1ccccc1)C(=O)O (stereo unspecified)	?	·
CCn1c(COc2cccc(OC)c2)nnc1SCC(=O)NCC1CCCO1 (stereo unspecified)	?	·
Cn1c(=O)c2c(nc(N/N=C3\CCCc4ccccc43)n2Cc2ccc(F)cc2)n(C)c1=O	?	·
Cc1nnc(SCc2ccccc2)n(N)c1=O	5%	-3

Arranged by value in Lipid storage S3 (highest first): some entries from above
SMILES	Lipid storage S3	Lipid storage S3 cell count max
CC1(c2ccc(NC(=O)c3ccccc3F)cc2)CC1(Cl)Cl (stereo unspecified)	23%	-16
Cc1nnc(SCc2ccccc2)n(N)c1=O	5%	-3
COc1cc(/C=N/NC(=S)Nc2cccc(C(=O)O)c2)ccc1O	-1%	2

Source: PubChem BioAssay

Some of the compounds tested. The share of hits here may be higher or lower than overall.
